Bioassay records deposited in PubChem BioAssay by Broad Institute.
NSD2 block: NSD2 (human) methyltransferase inhibition. O96028. NSD2-SET H3K36me1 DELFIA fluorescence, biochemical. inhibition, % at 12.5 µM. 0.07% of 44,000 active; in the data active = inhibition above about 54%, passing the limit was not always enough;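 also: inhibitors reduce the monomethyl H3K36 fluorescence signal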
Target sequence (O96028 whole entry, looked up): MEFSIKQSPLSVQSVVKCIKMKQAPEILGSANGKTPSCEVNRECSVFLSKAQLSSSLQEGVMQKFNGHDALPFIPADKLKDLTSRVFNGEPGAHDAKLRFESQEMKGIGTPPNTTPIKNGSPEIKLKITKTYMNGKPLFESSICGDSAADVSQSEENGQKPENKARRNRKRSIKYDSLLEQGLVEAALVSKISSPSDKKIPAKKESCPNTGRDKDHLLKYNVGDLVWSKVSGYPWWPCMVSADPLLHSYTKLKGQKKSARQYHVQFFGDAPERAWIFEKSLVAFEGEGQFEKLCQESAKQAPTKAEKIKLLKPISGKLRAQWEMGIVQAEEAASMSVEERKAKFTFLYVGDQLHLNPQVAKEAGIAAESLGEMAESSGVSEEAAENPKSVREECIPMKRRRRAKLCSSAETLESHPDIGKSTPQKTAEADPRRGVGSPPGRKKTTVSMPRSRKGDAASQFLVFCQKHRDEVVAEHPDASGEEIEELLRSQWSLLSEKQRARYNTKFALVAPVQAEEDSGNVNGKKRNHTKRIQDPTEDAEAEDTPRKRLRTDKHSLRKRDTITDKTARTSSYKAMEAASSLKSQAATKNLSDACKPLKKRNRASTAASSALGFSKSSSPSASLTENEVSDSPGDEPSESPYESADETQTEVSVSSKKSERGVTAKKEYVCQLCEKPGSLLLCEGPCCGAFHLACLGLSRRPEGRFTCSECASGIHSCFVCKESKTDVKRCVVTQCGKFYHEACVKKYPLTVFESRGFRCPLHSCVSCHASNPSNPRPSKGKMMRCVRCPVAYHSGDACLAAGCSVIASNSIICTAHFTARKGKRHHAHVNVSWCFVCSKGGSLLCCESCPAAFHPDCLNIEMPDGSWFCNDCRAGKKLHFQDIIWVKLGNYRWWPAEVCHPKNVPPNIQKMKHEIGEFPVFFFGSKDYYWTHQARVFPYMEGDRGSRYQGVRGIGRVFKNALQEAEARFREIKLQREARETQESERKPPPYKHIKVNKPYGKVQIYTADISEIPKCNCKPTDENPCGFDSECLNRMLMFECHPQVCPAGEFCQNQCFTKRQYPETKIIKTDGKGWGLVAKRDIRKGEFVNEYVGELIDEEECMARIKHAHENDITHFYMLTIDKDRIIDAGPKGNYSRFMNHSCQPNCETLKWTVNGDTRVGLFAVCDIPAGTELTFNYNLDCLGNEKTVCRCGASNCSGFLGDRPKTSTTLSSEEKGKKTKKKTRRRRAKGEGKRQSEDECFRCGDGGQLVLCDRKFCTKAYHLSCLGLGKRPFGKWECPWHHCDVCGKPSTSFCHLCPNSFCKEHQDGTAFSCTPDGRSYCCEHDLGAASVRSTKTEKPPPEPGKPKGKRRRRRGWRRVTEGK
Numbers without * were called inactive. These rows are one share of the data; the hit share may differ from the screen's.

The opening 10 compounds (preview)
For Cc1noc(C)c1NC(=O)Nc1ccc2c(c1)C(=O)N([C@@H](C)CO)C[C@H](C)[C@H](CN(C)S(=O)(=O)c1ccccc1)OCCCC[C@@H](C)O2 the results were NSD2 block 13.2.
Screening NC(=O)[C@H]1[C@@H]2C(=O)O[C@@H](c3ccccc3)[C@@H](c3ccccc3)N2[C@@H](c2ccc(O)cc2)[C@]12C(=O)Nc1ccccc12 returned NSD2 block -7.7.
C[C@@H]1CCCCO[C@@H](CN(C)Cc2ccc(Cl)c(Cl)c2)[C@@H](C)CN([C@H](C)CO)C(=O)c2cc(NC(=O)Nc3cccc4ccccc34)ccc2O1 was read as NSD2 block 1.3.
`C[C@@H]1CN([C@@H](C)CO)S(=O)(=O)c2ccc(C#CC(C)(C)O)cc2O[C@@H]1CN(C)Cc1ccc(-c2ccccc2)cc1` gave NSD2 block 20.9.
Screening COc1ccc(C#Cc2ccc3c(c2)O[C@@H](CN(C)C)[C@H](C)CN([C@H](C)CO)S3(=O)=O)cc1 returned NSD2 block -3.2.
C[C@H]1CN([C@@H](C)CO)S(=O)(=O)c2ccc(-c3cncnc3)cc2O[C@H]1CN(C)C(=O)CN(C)C was read as NSD2 block 3.8.
For C[C@H]1CN([C@@H](C)CO)S(=O)(=O)c2ccc(C#Cc3ccccc3)cc2O[C@H]1CN(C)S(=O)(=O)c1ccccc1F the results were NSD2 block -9.6.
CC(C)NC(=O)Nc1ccc2c(c1)CC(=O)N([C@H](C)CO)C[C@H](C)[C@@H](CN(C)Cc1ccc(Cl)c(Cl)c1)O2 was read as NSD2 block -9.3.
COc1ccc(S(=O)(=O)Nc2ccc3c(c2)CC(=O)N([C@H](C)CO)C[C@@H](C)[C@@H](CN(C)S(=O)(=O)c2ccc(C)cc2)O3)cc1 was read as NSD2 block -1.8.
For C[C@@H]1CN([C@@H](C)CO)C(=O)c2cccc(NC(=O)C3CC3)c2O[C@@H]1CN(C)Cc1ccncc1 the results were NSD2 block -1.4.

The whole of this part, previewed entries included:
For Cc1noc(C)c1NC(=O)Nc1ccc2c(c1)C(=O)N([C@@H](C)CO)C[C@H](C)[C@H](CN(C)S(=O)(=O)c1ccccc1)OCCCC[C@@H](C)O2 the results were NSD2 block 13.2.
Screening NC(=O)[C@H]1[C@@H]2C(=O)O[C@@H](c3ccccc3)[C@@H](c3ccccc3)N2[C@@H](c2ccc(O)cc2)[C@]12C(=O)Nc1ccccc12 returned NSD2 block -7.7.
C[C@@H]1CCCCO[C@@H](CN(C)Cc2ccc(Cl)c(Cl)c2)[C@@H](C)CN([C@H](C)CO)C(=O)c2cc(NC(=O)Nc3cccc4ccccc34)ccc2O1 was read as NSD2 block 1.3.
`C[C@@H]1CN([C@@H](C)CO)S(=O)(=O)c2ccc(C#CC(C)(C)O)cc2O[C@@H]1CN(C)Cc1ccc(-c2ccccc2)cc1` gave NSD2 block 20.9.
Screening COc1ccc(C#Cc2ccc3c(c2)O[C@@H](CN(C)C)[C@H](C)CN([C@H](C)CO)S3(=O)=O)cc1 returned NSD2 block -3.2.
C[C@H]1CN([C@@H](C)CO)S(=O)(=O)c2ccc(-c3cncnc3)cc2O[C@H]1CN(C)C(=O)CN(C)C was read as NSD2 block 3.8.
For C[C@H]1CN([C@@H](C)CO)S(=O)(=O)c2ccc(C#Cc3ccccc3)cc2O[C@H]1CN(C)S(=O)(=O)c1ccccc1F the results were NSD2 block -9.6.
CC(C)NC(=O)Nc1ccc2c(c1)CC(=O)N([C@H](C)CO)C[C@H](C)[C@@H](CN(C)Cc1ccc(Cl)c(Cl)c1)O2 was read as NSD2 block -9.3.
COc1ccc(S(=O)(=O)Nc2ccc3c(c2)CC(=O)N([C@H](C)CO)C[C@@H](C)[C@@H](CN(C)S(=O)(=O)c2ccc(C)cc2)O3)cc1 was read as NSD2 block -1.8.
For C[C@@H]1CN([C@@H](C)CO)C(=O)c2cccc(NC(=O)C3CC3)c2O[C@@H]1CN(C)Cc1ccncc1 the results were NSD2 block -1.4.
`O=C(C[C@H]1C[C@@H]2c3cc(NC(=O)Nc4ccccc4F)ccc3O[C@@H]2[C@@H](CO)O1)NCc1ccc(Oc2ccccc2)cc1` gave NSD2 block -2.8.
C[C@@H]1CN([C@@H](C)CO)C(=O)c2cc(NS(=O)(=O)c3ccc(F)cc3)ccc2O[C@@H](C)CCCCO[C@H]1CN(C)S(=O)(=O)c1ccc(F)cc1 was read as NSD2 block -3.2.
For C[C@@H]1CCCCO[C@@H](CN(C)Cc2ccc(C(=O)O)cc2)[C@H](C)CN([C@@H](C)CO)C(=O)c2cc(NC(=O)CCCN(C)C)ccc2O1 the results were NSD2 block 2.4.
`C[C@H]1CN([C@@H](C)CO)C(=O)c2cccc(NC(=O)C3CCOCC3)c2O[C@@H]1CN(C)C(=O)Nc1ccc2c(c1)OCO2` gave NSD2 block -0.2.
C[C@H](CO)N1C[C@H](C)[C@@H](CN(C)Cc2ccc(Oc3ccccc3)cc2)Oc2ccc(NS(=O)(=O)c3cccs3)cc2CC1=O was read as NSD2 block -5.6.
C[C@H](CO)N1C[C@H](C)[C@H](CN(C)C(=O)NC2CCCC2)Oc2ncc(/C=C/c3ccccc3)cc2C1=O was read as NSD2 block 13.2.
C[C@@H]1CN([C@H](C)CO)C(=O)Cc2cc(NC(=O)Nc3ccccc3)ccc2O[C@H]1CN(C)S(=O)(=O)c1ccc(Cl)cc1 was read as NSD2 block -7.3.
`C[C@@H]1CN([C@H](C)CO)C(=O)c2cc(Br)cnc2O[C@@H]1CN(C)Cc1cccc(F)c1` gave NSD2 block 6.4.
Cc1ccc(S(=O)(=O)N(C)C[C@@H]2Oc3cc(C4=CCCC4)ccc3S(=O)(=O)N([C@H](C)CO)C[C@@H]2C)cc1 was read as NSD2 block 2.4.
For C[C@@H]1CCCCO[C@@H](CN(C)Cc2ccncc2)[C@H](C)CN([C@H](C)CO)C(=O)c2cc(NS(=O)(=O)c3ccc(F)cc3)ccc2O1 the results were NSD2 block -0.6.
Screening Cc1ccc(S(=O)(=O)N(C)C[C@@H]2Oc3c(NC(=O)c4nc5ccccc5s4)cccc3C(=O)N([C@@H](C)CO)C[C@H]2C)cc1 returned NSD2 block -2.9.
CC(=O)CCC1C2C(O)C(C(C)C)C(OC(=O)/C=C/c3ccccc3)CC12C (stereo not drawn) was read as NSD2 block -11.4.
Screening C[C@@H]1CN([C@@H](C)CO)C(=O)CCCn2nncc2CO[C@H]1CN(C)C(=O)Nc1ccccc1C(F)(F)F returned NSD2 block 31.4.
O=C(O)C1=C[C@@H](c2ccc(C(F)(F)F)cc2)C[C@@H](OCc2ccc(CO)cc2)O1 was read as NSD2 block 3.6.
`COc1cc(Cl)c(/C=N\NC(=O)CCCCC(=O)NO)c(Cl)c1OC` gave NSD2 block 0.1.
CCCC#Cc1cnc2c(c1)C(=O)N([C@@H](C)CO)C[C@H](C)[C@H](CN(C)S(=O)(=O)c1cn(C)cn1)O2 was read as NSD2 block 0.3.
COc1ccc(NC(=O)Nc2cccc3c2O[C@@H](CN(C)C)[C@H](C)CN([C@H](C)CO)C3=O)cc1 was read as NSD2 block 3.2.
For Cc1ccc(S(=O)(=O)N[C@@H](Cc2ccccc2)C(=O)NCCn2cc(-c3ccccc3N)nn2)cc1 the results were NSD2 block 34.6.
C[C@H]1CN([C@@H](C)CO)C(=O)c2cc(NC(=O)Nc3ccccc3)ccc2O[C@@H]1CN(C)C(=O)Nc1ccccc1 was read as NSD2 block 2.6.
For C[C@H](CO)N1C[C@H](C)[C@@H](CN(C)C(=O)Nc2ccc(F)cc2)Oc2ccc(NS(=O)(=O)c3ccc(Cl)cc3)cc2C1=O the results were NSD2 block 0.1.
Screening COc1cccc(NC(=O)N(C)C[C@H]2Oc3ncc(C#Cc4cccnc4)cc3C(=O)N([C@@H](C)CO)C[C@@H]2C)c1 returned NSD2 block -4.0.
For CC(C)CC#Cc1ccc2c(c1)O[C@H](CN(C)C(=O)Nc1ccccc1F)[C@@H](C)CN([C@H](C)CO)S2(=O)=O the results were NSD2 block -9.2.
For COc1ccc(S(=O)(=O)N(C)C[C@H]2Oc3ccc(NC(=O)Cc4ccccc4)cc3CC(=O)N([C@H](C)CO)C[C@H]2C)cc1 the results were NSD2 block 1.0.
`COc1ccc(S(=O)(=O)Nc2ccc3c(c2)C(=O)N([C@H](C)CO)C[C@H](C)[C@@H](CN(C)S(=O)(=O)c2ccc(Cl)cc2)OCCCC[C@@H](C)O3)cc1` gave NSD2 block -3.7.
Screening COc1ccc2nc(Cl)nc(NC3CCCCC3)c2c1 returned NSD2 block -2.7.
COc1ccc(NC(=O)N(C)C[C@H]2Oc3ccc(NC(=O)CCCN(C)C)cc3C(=O)N([C@@H](C)CO)C[C@H]2C)cc1 was read as NSD2 block 4.6.
For COc1ccc(S(=O)(=O)Nc2ccc3c(c2)C(=O)N([C@@H](C)CO)C[C@@H](C)[C@@H](CN(C)Cc2ccc(Cl)c(Cl)c2)O3)cc1 the results were NSD2 block -2.2.
C[C@H](CO)N1C[C@H](C)[C@@H](CN(C)C(=O)Cc2ccccc2)OCCCC[C@H](C)Oc2ccc(NC(=O)Nc3ccc4c(c3)OCO4)cc2C1=O was read as NSD2 block -1.2.
CC(=O)N(C)C[C@H]1Oc2ncc(-c3cncnc3)cc2C(=O)N([C@H](C)CO)C[C@H]1C was read as NSD2 block 2.7.
C[C@@H]1CCCCO[C@@H](CN(C)C(=O)Nc2ccccc2)[C@@H](C)CN([C@@H](C)CO)C(=O)c2cc(NS(=O)(=O)c3ccc(F)cc3)ccc2O1 was read as NSD2 block -1.3.
For CN1CCN(C(=O)C[C@H]2C[C@H]3c4cc(NC(=O)Nc5ccccc5F)ccc4O[C@H]3[C@H](CO)O2)CC1 the results were NSD2 block -4.1.
For CC(=O)N(C)C[C@@H]1Oc2cc(-c3ccncc3)ccc2S(=O)(=O)N([C@@H](C)CO)C[C@@H]1C the results were NSD2 block -0.9.
CC(C)NC(=O)Nc1ccc2c(c1)CC(=O)N([C@@H](C)CO)C[C@H](C)[C@@H](CN(C)C(=O)Nc1cccc3ccccc13)O2 was read as NSD2 block 4.2.
Screening C[C@@H]1CN([C@@H](C)CO)C(=O)c2cccc(NC(=O)Nc3ccc4c(c3)OCO4)c2O[C@@H]1CN(C)C(=O)Nc1ccccc1 returned NSD2 block 2.3.
`CNC[C@@H]1Oc2ccc(NS(=O)(=O)c3ccc(C)cc3)cc2CC(=O)N([C@H](C)CO)C[C@H]1C` gave NSD2 block -8.2.
CC(C)NC(=O)Nc1ccc2c(c1)C(=O)N([C@@H](C)CO)C[C@H](C)[C@@H](CN(C)Cc1ccccc1)OCCCC[C@@H](C)O2 was read as NSD2 block -4.9.
`C[C@@H]1CN([C@@H](C)CO)C(=O)c2cc(NS(=O)(=O)c3cn(C)cn3)ccc2O[C@@H](C)CCCCO[C@@H]1CN(C)C(=O)CCCN(C)C` gave NSD2 block 1.3.
CCCC#Cc1ccc2c(c1)O[C@@H](CN(C)C(=O)c1ccccn1)[C@H](C)CN([C@H](C)CO)S2(=O)=O was read as NSD2 block -3.7.
Screening Cc1noc(C)c1S(=O)(=O)N(C)C[C@@H]1OCCCC[C@H](C)Oc2ccc(NC(=O)NC(C)C)cc2C(=O)N([C@H](C)CO)C[C@@H]1C returned NSD2 block -0.7.
For Cc1ccc(S(=O)(=O)Nc2ccc3c(c2)C(=O)N([C@H](C)CO)C[C@@H](C)[C@H](CN(C)S(=O)(=O)c2ccc(F)cc2)OCCCC[C@@H](C)O3)cc1 the results were NSD2 block 1.1.
`C[C@H]1CN([C@@H](C)CO)C(=O)c2cc(-c3ccc(F)cc3)cnc2O[C@H]1CN(C)C(=O)Cc1ccccn1` gave NSD2 block -1.4.
Screening O=C(C1=C[C@H](c2coc3ccccc3c2=O)C[C@H](OCCCCO)O1)N1CCOCC1 returned NSD2 block -6.5.
For C[C@@H]1CN([C@H](C)CO)C(=O)c2cc(NC(=O)CCCCCC(=O)Nc3ccccc3N)ccc2O[C@H]1CN(C)C the results were NSD2 block -4.2.
For CCCNC(=O)C[C@@H]1C[C@H]2c3cc(NC(=O)Nc4ccc(OC)cc4)ccc3O[C@H]2[C@H](CO)O1 the results were NSD2 block 3.1.
C[C@@H]1CN([C@H](C)CO)S(=O)(=O)c2ccc(C#CC3CC3)cc2O[C@H]1CN(C)C(=O)c1ccncc1 was read as NSD2 block -1.1.
COc1ccc(S(=O)(=O)N(C)C[C@@H]2Oc3ccc(NC(=O)C4CCCCC4)cc3CC(=O)N([C@@H](C)CO)C[C@H]2C)cc1 was read as NSD2 block -2.8.
C[C@H]1CN([C@@H](C)CO)C(=O)Cc2cc(NS(C)(=O)=O)ccc2O[C@@H]1CN(C)Cc1ccc(C(=O)Nc2ccccc2N)cc1 was read as NSD2 block -8.6.
Screening CC(C)NC(=O)N(C)C[C@@H]1OCCCC[C@@H](C)Oc2ccc(NC(=O)Nc3cccc4ccccc34)cc2C(=O)N([C@@H](C)CO)C[C@H]1C returned NSD2 block -3.5.
`COCCNC(=O)C[C@@H]1C[C@H]2c3cc(NC(=O)Nc4ccc(C(F)(F)F)cc4)ccc3O[C@H]2[C@H](CO)O1` gave NSD2 block -7.4.
C/C=C/c1cnc2c(c1)C(=O)N([C@@H](C)CO)C[C@H](C)[C@@H](CN(C)C(=O)c1cnccn1)O2 was read as NSD2 block -10.3.
For Cc1noc(C)c1S(=O)(=O)Nc1ccc2c(c1)C(=O)N([C@H](C)CO)C[C@H](C)[C@@H](CN(C)S(=O)(=O)c1cccs1)OCCCC[C@H](C)O2 the results were NSD2 block 18.5.
C[C@@H]1CN([C@H](C)CO)S(=O)(=O)c2ccc(C#CC3CC3)cc2O[C@@H]1CN(C)Cc1ccccn1 was read as NSD2 block -6.1.
For COc1ccc(C#Cc2cnc3c(c2)C(=O)N([C@H](C)CO)C[C@H](C)[C@H](CN(C)S(=O)(=O)c2ccccc2)O3)cc1OC the results were NSD2 block 3.4.
CC(C)NC(=O)Nc1ccc2c(c1)CC(=O)N([C@H](C)CO)C[C@H](C)[C@H](CN(C)S(=O)(=O)c1cn(C)cn1)O2 was read as NSD2 block -0.1.
O=C(Nc1cc(F)ccc1F)N[C@@H]1C=C[C@H](CC(=O)N2CCc3ccccc3C2)O[C@@H]1CO was read as NSD2 block 4.7.
`C[C@H]1CN([C@@H](C)CO)S(=O)(=O)c2ccc(-c3ccc(F)cc3)cc2O[C@@H]1CN(C)C(=O)C1CC1` gave NSD2 block -1.3.
Screening C[C@H](CO)N1C[C@H](C)[C@@H](CN(C)Cc2ccc(C(=O)O)cc2)Oc2c(NC(=O)Nc3ccc(C(F)(F)F)cc3)cccc2C1=O returned NSD2 block 1.1.
